# Screens: PubChem BioAssay, National Center for Advancing Translational Sciences (NCATS)
# mIDH1 inhibitor = qHTS for Inhibitors of mutant isocitrate dehydrogenase 1 (IDH1): qHTS; Isocitrate dehydrogenase [NADP] cytoplasmic (Homo sapiens), O75874; IDH1-R132H enzyme, NADPH consumption, diaphorase/resazurin fluorescence; Potency, µM (doses to about 76.6 µM), without a hit: at the top dose activity change, negative = inhibition, hits mostly inhibitors; actives 0.093% (n = 390,000); AID 602179, 2012; note: potency is the fitted concentration of half-maximal effect; % is set by controls: 0 for no effect and ±100 for the full control effect; nearly all actives have a fitted effect of over 65% in size
#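 IDH1-R132H (0.5 ug/mL dispensed) in pH 7.5 Tris buffer was preincubated 30 min with compound, then given a substrate mix of 0.016 mM NADPH and 2 mM alpha-KG for 80 min at room temperature; remaining NADPH was read by diaphorase/resazurin fluorescence.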
# Vif-A3F inh = qHTS for Inhibitors of Vif-A3F Interactions: qHTS; HeLa A3F-eYFP + Vif (tagged APOBEC3F with the HIV-1 protein that degrades it), YFP fluorescence increase; actives 0.2% (n = 390,000); AID 602313, 2012; Potency, µM (titrated, usually from 46.1 µM), inactives show at the highest dose activity, negative = active; note: potency is the fitted concentration of half-maximal effect; % of control where 0% means no effect; nearly all actives have a fitted effect of over 65% in size
#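 HeLa cells stably expressing Vif plus C-terminally eYFP-tagged A3F were seeded, incubated overnight at 37 deg C, dosed with compound, incubated overnight again at 37 deg C. Yellow fluorescence (Ex 488/Em 500-530) reported blocked Vif-mediated A3F-eYFP degradation.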
# USP1-UAF1 inh = Inhibitors of USP1/UAF1: Primary Screen; Ubiquitin carboxyl-terminal hydrolase 1 (Homo sapiens), O94782; recombinant USP1/UAF1, Ub-Rhodamine cleavage fluorescence; Potency, µM (series often up to 57.1 µM), for the others: at the top dose activity change, negative = inhibition, actives largely listed as inhibitors; actives 0.23% (n = 390,000); AID 743255, 2014; note: potency is the fitted concentration of half-maximal effect; % is set by controls: 0 for no effect and ±100 for the full control effect; nearly all actives have a fitted effect of over 60% in size; inactives centre near -12
# Target sequence (O94782 whole entry, looked up): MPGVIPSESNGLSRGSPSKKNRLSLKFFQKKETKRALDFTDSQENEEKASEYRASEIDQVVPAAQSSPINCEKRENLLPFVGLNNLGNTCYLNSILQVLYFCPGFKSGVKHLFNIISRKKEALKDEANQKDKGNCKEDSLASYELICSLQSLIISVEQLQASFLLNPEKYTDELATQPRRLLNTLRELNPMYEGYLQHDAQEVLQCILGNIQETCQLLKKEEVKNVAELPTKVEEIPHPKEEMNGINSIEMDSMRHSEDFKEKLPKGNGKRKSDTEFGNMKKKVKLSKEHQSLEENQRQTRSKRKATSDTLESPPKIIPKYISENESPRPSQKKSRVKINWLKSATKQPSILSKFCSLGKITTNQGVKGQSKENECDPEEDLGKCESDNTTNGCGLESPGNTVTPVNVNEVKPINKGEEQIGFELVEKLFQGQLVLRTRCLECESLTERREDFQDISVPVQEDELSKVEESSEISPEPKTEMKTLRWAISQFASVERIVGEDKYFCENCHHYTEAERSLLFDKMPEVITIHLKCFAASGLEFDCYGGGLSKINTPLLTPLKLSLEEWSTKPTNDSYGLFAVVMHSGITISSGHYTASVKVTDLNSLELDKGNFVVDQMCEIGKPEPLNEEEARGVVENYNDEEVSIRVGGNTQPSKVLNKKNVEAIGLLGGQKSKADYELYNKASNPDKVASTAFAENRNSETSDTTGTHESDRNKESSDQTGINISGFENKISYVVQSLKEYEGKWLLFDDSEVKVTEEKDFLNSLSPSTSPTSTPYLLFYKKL
#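 In this screen, compounds sit with the deubiquitinase complex (1nM) for 15 min at room temperature before Ub-Rho is added at 150nM final. Fluorescence rise is then followed for 6 reads every 60 seconds.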
# Vif-A3G inh = qHTS for Inhibitors of Vif-A3G Interactions: qHTS | AID 602310, 2012 | HeLa A3G-eYFP + Vif (tagged APOBEC3G with the HIV-1 protein that degrades it), YFP fluorescence, overnight | DNA dC->dU-editing enzyme APOBEC-3G (Homo sapiens), Q9HC16 | Potency, µM (titrated, usually from 46.1 µM), for the others: at the top dose activity, negative = active, hits mostly inhibitors | actives 0.076% (n = 410,000);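 note: potency is the fitted concentration of half-maximal effect; % is set by controls: 0 for no effect and ±100 for the full control effect; nearly all actives have a fitted effect of over 60% in size; hits raise eYFP signal because A3G escapes Vif-driven loss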
#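 Read-out is eYFP fluorescence (Ex 488/Em 500-530) from Vif-expressing HeLa A3G-eYFP cells; more signal means A3G escaped Vif-mediated degradation. Cells plated overnight, compound pinned in, incubated overnight at 37 deg C.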
# TrxR1 substrate = qHTS Assay for Substrates of Mammalian Selenoprotein Thioredoxin Reductase 1 (TrxR1): qHTS; Thioredoxin reductase 1, cytoplasmic (Rattus norvegicus), O89049; purified TrxR1 substrate turnover, NADPH consumption readout; Potency, µM (titrated, usually from 114 µM), inactives show at the highest dose activity change, negative = substrate turnover; actives 0.01% (n = 390,000); note: potency is the fitted concentration of half-maximal effect; % is set by controls: 0 for no effect and ±100 for the full control effect; nearly all actives have a fitted effect of over 50% in size
#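 Rat TrxR1, dispensed at 90 nM, was prereduced with 400 uM NADPH (final) for 5 min at ~22 deg C, then incubated with compound 15 min before 400 uM selenite. A first-read NADPH fluorescence drop versus no-compound background flagged substrates.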
# PI4K2A block = qHTS for small molecular inhibitors of PI4K2A; Phosphatidylinositol 4-kinase type 2-alpha (Homo sapiens), Q9BTU6; purified PI4K2A, ADP-Glo luminescence, 1 h; hits give low values; activity change, negative = inhibition, % at 76.9 µM; actives 0.13% (n = 420,000); AID 1346378, 2018; in the data active = activity change below about -50%; inconclusive = mostly about -30% to -49%;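 note: -100% = wells without enzyme as full effect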
#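 PI4K2A activity was measured by ADP-Glo luminescence: enzyme (4 ug/mL stock) and phosphatidylinositol (1.2 mM stock) in Tris pH 7.5/MgCl2/EGTA/Triton X-100 buffer were reacted with ATP (300 microM stock) for one hour at ambient temperature.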
# GRP78 ERSR act = qHTS for Inducers of the Endoplasmic Reticulum Stress Response (ERSR) in Human Glioma: qHTS; AID 602332, 2012; actives 0.02% (n = 420,000); U87-MG GRP78 promoter luciferase reporter, 16 h; Potency, µM, for inactives: at the top dose activation, hits mostly activators; note: potency is the fitted concentration of half-maximal effect; series mostly up to about 76 µM; % of control where 0% means no effect; nearly all actives have a fitted effect of over 35% in size
#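 ERSR induction read as luciferase luminescence (Bright-Glo, 10 min at room temperature) in stably transfected human U87-MG glioma cells exposed to compounds for 16 h, using GRP78 as sensor.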
# LDHA inh = qHTS assay for inhibitors of human lactate dehydrogenase; activity change, % (values are at about 110 or 230 µM); purified LDHA, NADH/diaphorase-resazurin fluorescence; hits give low values; AID 1347041, 2019; L-lactate dehydrogenase A chain (Homo sapiens), P00338; actives 0.15% (n = 480,000); in the data active = activity change below about -30%; inconclusive = mostly about -25% to -30%;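 note: plate controls were DMSO wells for no effect and wells without enzyme for full effect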
#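 Human LDH5 at 2 nM final in Tris HCl pH 7.4 with 0.06 mM NADH and 0.2 mM pyruvate, reacted 5 minutes at room temperature. Remaining NADH coupled via diaphorase/resazurin; resorufin fluorescence read at 0 and 20 minutes, normalized to enzyme-free and DMSO wells.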
# RXFP1 agonist = qHTS Assay for Agonists of the Relaxin Receptor RXFP1; Relaxin receptor 1 (Homo sapiens), Q9HBX9; HEK293T-RXFP1 cAMP TR-FRET, 30 min; response scale: percent of porcine relaxin response, buffer zero; Potency, µM (highest dose often 57.5 µM), for inactives: at the top dose activation, actives largely listed as activators; actives 0.3% (n = 370,000); AID 2676, 2010; note: potency is the fitted concentration of half-maximal effect; % is set by controls: 0 for no effect and ±100 for the full control effect; nearly all actives have a fitted effect of over 60% in size; many of its hits are not listed in these tables
#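 Agonist response is measured as cAMP accumulation in an RXFP1-transfected HEK293T line under PDE4 inhibition. Values are scaled between buffer-only and 29 nM porcine relaxin, and EC50s come from standard Hill equation fits.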
# An asterisk follows results filed as active; ? = inconclusive; nt = no result given; [ ] = remark or other dose. Unless noted, calls come from the whole dose curve; as a rule, active = well fitted curve in the direction sought with a large enough effect; inconclusive = small, poorly fitted or top-dose-only effect, or another doubt; inactive = no such curve, though single readings can be large; an effect the other way counts as inactive or inconclusive.
mol	Vif-A3G inh	PI4K2A block	RXFP1 agonist	LDHA inh	TrxR1 substrate	mIDH1 inhibitor	USP1-UAF1 inh	GRP78 ERSR act	Vif-A3F inh
CCC(C)c1ccccc1OCCn1c(CCNC(=O)C2CCCCC2)nc2ccccc21 (centres undefined)	-1%	nt	nt	3	-2%	nt	nt	-1%	nt
CCN1C(=O)c2cccc3c(NC(=O)c4ccc(OC)c(OC)c4)ccc1c23	-1%	2	0.8%	4	0%	11%	?	0%	3%
COC(=O)CSc1ccc2nnc(-c3ccc(F)cc3)n2n1	-1%	3	17%	-7	35%[activator]	1%	-10%	-3%	-8%
COc1ccc2c(c1)CCc1c(C(=O)Nc3cc(OC)c(Cl)cc3OC)noc1-2	-7%	0	5.9%	0	-2%	-13%	-22%	-1%	1%
CCc1c(C)nc(SCC(=O)N2CCCCC2)[nH]c1=O	2%	-5	0.1%	0	5%	13%	-17%	0%	?
Cc1ccc(C)c(N2CCN(S(=O)(=O)c3cc(C(=O)Nc4cc(Cl)cc(Cl)c4)ccc3F)CC2)c1	-1%	3	1.4%	1	-5%[57.1 µM]	-6%	-13%	-2%	1%
Cn1c(N2CCN(c3ccccn3)CC2)nc2c1c(=O)n(Cc1ccc(Cl)cc1)c(=O)n2C	1%	-3	2.8%	1	5%[57.1 µM]	0%	-17%	-2%	-5%
CCc1ccc(-n2c(=O)c3c4c(sc3n(CC(=O)c3ccc(Br)cc3)c2=O)CCC4)cc1	0%	-1	0.2%	-1	-11%	9%	0%	-2%	-2%
COC(=O)c1ccccc1NC(=O)c1ccc(CN2CC(=O)N3CCCCC3C2=O)cc1 (centres undefined)	1%	0	2.1%	3	-14%	0%	-3%	2%	5%
CCOc1cc(CNCC(C)C)c(Cl)cc1OCC(=O)Nc1ccccc1	3%	-1	-1.2%	2	-1%	2%	-21%	-1%	-6%
O=c1cc(-c2ccccc2)c2c(O)cc(O)cc2o1	-16%	-2	2.9%	-2	-1%	-1%	-8%	0%	9%
O=C(COC(=O)c1ccc(S(=O)(=O)N2CCCCC2)cc1)NCc1ccco1	0%	-5	0.4%	-9	7%[57.1 µM]	6%	-5%	0%	10%

# Look-ups from above.
# CCc1c(C)nc(SCC(=O)N2CCCCC2)[nH]c1=O | TrxR1 substrate = 5%
# Cn1c(N2CCN(c3ccccn3)CC2)nc2c1c(=O)n(Cc1ccc(Cl)cc1)c(=O)n2C | TrxR1 substrate = 5%[57.1 µM]

# (next part)
mol	Vif-A3G inh	PI4K2A block	RXFP1 agonist	LDHA inh	TrxR1 substrate	mIDH1 inhibitor	USP1-UAF1 inh	GRP78 ERSR act	Vif-A3F inh
N#CCCN1CCCN(CCC#N)CCN(CCC#N)CCCN(CCC#N)CC1	2%	0	0.0%	-7	5%	-8%	?	1%	-14%
CC(C)(C)C1CCC(=NNS(=O)(=O)c2ccc(Br)cc2)CC1 (centres undefined)	3%	11	0.3%	-6	-1%	5%	-19%	-4%	5%
Cc1ccc2c(c1)C1CN(C)CCC1N2C(=O)COc1ccc(N(C)S(=O)(=O)c2cccs2)cc1 (centres undefined)	0%	1	-1.3%	-1	3%	4%	-19%	-1%	0%
C/C(=N\NC(=O)C(C)n1nc(C)c([N+](=O)[O-])c1C)c1ccccc1O (centres undefined)	-2%	4	0.0%	-5	-12%	3%	-2%	-3%	5.6µM*
CC(C)CCn1c(SC(C)C(=O)NC2CC2)nc2ccccc2c1=O (centres undefined)	1%	2	-0.1%	-5	6%	5%	-20%	0%	5%
COc1ccc(/C=C(\C#N)C(=O)OCC(=O)NCc2ccccc2)cc1	0%	3	5.8%	-6	27%	7%	-20%	-2%	1%
Cc1ccnc(N2CCN(c3cc(C)c(C#N)c4nc5ccccc5n34)CC2)c1	-1%	1	nt	-10	5%	1%	-18%	0%	1%
Cc1ccc(-n2c(SCC(=O)OC(C)C)nnc2-c2ccncc2)cc1	-3%	-2	2.2%	0	-6%	2%	-5%	-3%	2%
CN(C)C(=O)CSc1nnc2sc3ccccc3n12	-3%	5	4.2%	-2	8%[57.1 µM]	5%	-11%	-2%	-2%
C#CCOCCOCCOCCNc1nc(N2CCN(C(=O)[C@H](CCCCN)n3cc([C@@H](N)C(C)CC)nn3)CC2)nc(N2CCN(C(=O)[C@H](CCCCN)n3cc([C@@H](N)CC(C)C)nn3)CC2)n1 (some centres undefined)	-1%	3	-1.4%	0	3%	11%	-25%	-4%	-2%
Cc1cccc(NC(=O)N[C@@H](C)C(=O)O)c1	1%	-4	0.2%	-1	6%[57.1 µM]	0%	-10%	0%	-17%
CC1(C)C2CCC(C2)C1(C)NC(=O)CN1CCN(Cc2ccccc2)CC1 (centres undefined)	-5%	2	0.4%	-40*	10%[57.1 µM]	18%	-19%	-5%	1%
Cc1ccc(NS(=O)(=O)c2cc([N+](=O)[O-])ccc2NNC(=S)Nc2cccc(Cl)c2)c(C)c1	2%	-2	1.3%	-10	-9%	?	?	-3%	-19%
CC1=C(C(=O)N2CCN(c3cccc(Cl)c3)CC2)C2(CCCCC2)OC1=O	1%	2	-0.4%	1	-4%	-3%	-12%	-1%	-2%
O=C(Nc1cc(Cl)cc(Cl)c1)C1CC(=O)N(C2CCCC2)C1 (centres undefined)	-21%	-10	-0.3%	3	-11%	3%	-2%	-4%	-6%
COc1ccc(/C(N)=N/OC(=O)CSc2ccccc2)cc1OC	2%	0	-0.8%	4	0%	7%	-13%	6%	nt
COc1cc(C2Nn3c(nnc3-c3ccccc3OC)S2)ccc1O (centres undefined)	0%	1	1.7%	5	-10%[57.1 µM]	1%	-7%	-9%	-3%
O=C(CCS(=O)(=O)c1cc(Br)cc2c1N(C(=O)C1CC1)CC2)NCc1ccccc1Cl	2%	-8	3.2%	-4	-2%	-1%	-14%	-1%	-3%
COc1cc(/C=C/C(=O)OC2CC3CCC2(C)C3(C)C)ccc1O (centres undefined)	-12%	3	0.2%	-12	-10%	-12%	-8%	-9%	9%
Cc1ccc(O)c(C(=O)/C=C/c2ccc3c(c2)OCCCO3)c1	-14%	9	-0.1%	-9	-4%	1%	-19%	?	-2%
O=C(OC1CCOC1=O)c1ccc(Cl)c(S(=O)(=O)N2CCOCC2)c1 (centres undefined)	-4%	3	-0.2%	-1	-1%	1%	-6%	-4%	12%
O=C(O)c1cc(N2C(=O)CCC2=O)ccc1Cl	-1%	0	4.9%	-8	8%[57.1 µM]	-2%	-16%	1%	3%
CCC(C)NC(=O)c1cnn2c1NC(c1ccc3c(c1)OCO3)CC2C(F)(F)F (centres undefined)	-1%	-2	0.4%	-4	6%	-4%	-21%	-3%	-5%
O=S(=O)(Nc1ccc(-c2ccc3nncn3n2)cc1)c1cc(F)ccc1F	0%	-5	3.0%	-4	-8%[57.1 µM]	-2%	-2%	-6%	7%
COc1cc(-c2nc(Cn3nnc(C(=O)Nc4ccc(C)cc4C)c3C)c(C)o2)cc(OC)c1OC	1%	3	4.9%	-3	-5%	-3%	-27%	-3%	-5%
O=C(Nc1ccc(S(=O)(=O)N2CCOCC2)cc1)c1ccc(F)cc1	-2%	6	-3.9%	-1	8%	13%	-25%	-3%	-14%
COc1ccc(OCC(=O)Sc2ccc(C)cc2)cc1	-4%	69	-0.7%	-1	10%[57.1 µM]	7%	-27%	0%	-12%
CCCCCn1c(N2CCOCC2)nc2c1c(=O)n(CC(N)=O)c(=O)n2C	0%	10	-0.1%	-1	7%[57.1 µM]	7%	-7%	-6%	2%

# Four compounds already listed, arranged by the value under Vif-A3G inh, descending:
Molecule	Vif-A3G inh
COC(=O)c1ccccc1NC(=O)c1ccc(CN2CC(=O)N3CCCCC3C2=O)cc1 (centres undefined)	1%
O=C(Nc1ccc(S(=O)(=O)N2CCOCC2)cc1)c1ccc(F)cc1	-2%
Cc1ccc(-n2c(SCC(=O)OC(C)C)nnc2-c2ccncc2)cc1	-3%
COc1ccc(OCC(=O)Sc2ccc(C)cc2)cc1	-4%

# Only part of the results is shown; the hit share may differ from the screen's.
